hERG rescue: shields human hERG channel from block by proarrhythmic agents. Q12809. activation (rescue from dofetilide block), less the hit threshold, % at 10 µM. CHO-hERG, FluxOR thallium flux, dofetilide IC70 present. 0.51% of 310,000 active. AID 1511;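 active = activation above the mean of controls blocked by dofetilide plus 5 SD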;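 also: thallium influx through hERG after potassium depolarization seen as dye fluorescence rise; in these data hits start at about 4.7%; inactives centre near -7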
KCNQ1 inh: blocks the human KCNQ1 potassium channel; P51787; CHO-K1 KCNQ1, FluxOR thallium flux fluorescence; hits give high values; B-score at 10 µM; 1.3% of 310,000 active; AID 2642;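 active = compounds whose thallium flux B-score, printed positive for inhibition, exceeds three library SD while starting fluorescence stays within three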;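 also: channel opened by potassium depolarization with thallium stimulus after 20 min compound exposure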
Dyrk1A ADPGlo: blocks rat Dyrk1A kinase activity | Q63470 | ADP-Glo luminescence, NFATc1 peptide | inhibition, % at 12.5 µM | 0.43% of 310,000 active | AID 504441; in the data active = inhibition above about 50%;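 also: plate controls were vehicle with enzyme for no effect and no enzyme for full effect; many of its hits are not listed in these tables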
RGS4 pot: potentiators or activators of RGS4 | 0.92% of 310,000 active | B-score at 10 µM | HEK293 M3R/inducible RGS4, carbachol calcium flux Fluo4; hits give low values;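 active = B-score of the integrated calcium signal more than 4 SD below the library mean, with starting fluorescence not abnormally high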;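 also: negative B-score means reduced calcium response which marks RGS4 activation or potentiation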
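test system = M3R-expressing HEK293 line, RGS4 induced by doxycycline | probe or stimulus = carbachol at ECmax as muscarinic agonist stimulus | timing = dye loading 30 min 37 °C, buffer rest 30 min RT | signal = calcium dye Fluo4 fluorescence | evaluation = B score from integrated fluorescence ratio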
HDAC3 inhib: blocks human histone deacetylase 3; O15379; recombinant HDAC3, fluorogenic peptide/trypsin coupled, fluorescence; 0.15% of 320,000 active; inhibition, % at 8.3 µM; in the data active = inhibition above about 26%, passing the limit was not always enough
GSK3beta inhib: blocks human GSK3beta kinase activity | GST-GSK3beta kinase, ADP-Glo luminescence, 60 min; hits give low values | AID 2097 | activity score (negative = inhibition), % at 10 µM | 0.038% of 300,000 active;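 active = more than half of replicate wells score below -50%, meaning over 50% inhibition versus plate controls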;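 also: 0% = median DMSO wells and -100% = median GW8510 positive control wells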
Target sequence (P49841 whole entry, looked up): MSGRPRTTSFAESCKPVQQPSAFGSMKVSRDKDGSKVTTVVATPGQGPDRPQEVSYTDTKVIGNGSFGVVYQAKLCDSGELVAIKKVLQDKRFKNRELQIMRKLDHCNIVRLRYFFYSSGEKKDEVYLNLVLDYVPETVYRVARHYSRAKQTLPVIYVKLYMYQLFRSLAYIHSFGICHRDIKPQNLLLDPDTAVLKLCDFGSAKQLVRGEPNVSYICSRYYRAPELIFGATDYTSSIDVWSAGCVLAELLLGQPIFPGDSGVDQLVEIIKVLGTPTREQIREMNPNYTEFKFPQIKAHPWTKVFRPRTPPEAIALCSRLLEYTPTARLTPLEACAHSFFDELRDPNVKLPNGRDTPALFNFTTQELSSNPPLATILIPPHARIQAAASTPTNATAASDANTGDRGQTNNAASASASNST
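Test system: GST-fused GSK3beta enzyme, cell-free | Quantity: 1.6 ng GST-GSK3beta enzyme per well | Reagent: 25 µM ATP with peptide substrate | Schedule: 60 min enzyme reaction, room temperature | Signal: Luminescent ADP-Glo measurement of ADP formed | Read-out basis: Score relative to plate controls | Control set: DMSO and 20 µM GW8510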
KCNQ1 act: human KCNQ1 channel potentiation or activation; P51787; B-score at 10 µM; 0.35% of 310,000 active; CHO-K1 KCNQ1, thallium flux FluxOR fluorescence; hits give high values;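 active = fluorescence ratio B-score, a plate-corrected score, at least three library SD, with initial intensity B-score within 5 SD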
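Medium – assay buffer, equal DMSO in all wells · Material – CHO-K1 cell line with stable KCNQ1 potassium channel expression · Signal – kinetic FluxOR thallium fluorescence, 10-s 1-Hz baseline, 110-s post-stimulus read · Compound – single concentration per compound, DMSO matched to controls · Schedule – 37 °C overnight plating, 90-min dark dye load, 20-min compound pretreatment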
KCNK9 inh: human KCNK9 channel inhibition; Q9NPC2; HEK293 KCNK9, FluxOR thallium flux fluorescence; hits give low values; B-score at 10 µM; 1.2% of 310,000 active; AID 488922;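 active = ratio B-score over 3 SD below the library mean, with starting fluorescence within 5 SD of its mean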;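 also: negative B-score means less thallium flux so channel inhibition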
Target sequence (Q9NPC2 whole entry, looked up): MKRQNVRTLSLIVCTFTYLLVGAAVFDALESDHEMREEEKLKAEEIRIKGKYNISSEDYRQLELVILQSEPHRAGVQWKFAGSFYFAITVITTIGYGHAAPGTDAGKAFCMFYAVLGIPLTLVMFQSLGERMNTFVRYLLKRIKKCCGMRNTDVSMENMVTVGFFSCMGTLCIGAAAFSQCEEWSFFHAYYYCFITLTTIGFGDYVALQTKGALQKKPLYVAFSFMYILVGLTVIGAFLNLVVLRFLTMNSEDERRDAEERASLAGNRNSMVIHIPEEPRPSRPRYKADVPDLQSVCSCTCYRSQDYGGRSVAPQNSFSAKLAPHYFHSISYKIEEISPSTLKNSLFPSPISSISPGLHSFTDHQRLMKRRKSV
PolyA inh: blocks polyadenylation in yeast reporter cells; S. cerevisiae SKY197-pL101 polyadenylation reporter, beta-gal luminescence; efflux-impaired pdr1/pdr3 knockout yeast; score 100 = 6 SD above DMSO; calls only at 12 µM; 0.02% of 300,000 active;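 active = lowest replicate activity score at least 50, where 100 means six control SD above control mean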;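 also: yeast exposed to compound for 9 h at 30 °C; higher score means more reporter readthrough which indicates perturbed polyadenylation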
KCNK3 inh: human KCNK3 channel inhibition, primary screen | O14649 | CHO-KCNK3 thallium flux, FluxOR fluorescence; hits give low values | B-score at 10 µM | 0.84% of 340,000 active;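 active = B-score under library mean minus 4 SD, starting fluorescence ratio at most library mean plus 5 SD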;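 also: more negative B-score means stronger inhibition of thallium flux through KCNK3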
GSK3 alpha inh: human GSK-3 alpha kinase inhibition | ADP-Glo luminescence, 60 min | 0.1% of 320,000 active | inhibition, % at 10 µM | P49840;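 in the data active = inhibition above about 50%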;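 also: GST-tagged GSK-3 alpha with peptide substrate and 25 µM ATP; 0% = DMSO neutral wells and 100% = GW8510 positive control wells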
Numbers without * were called inactive; i = inactive; / = no result given. Some of the compounds tested; the hit share may differ from the screen's.

1) CCCCN1C(=O)C(=O)N(CC(=O)NC2CCCc3ccccc32)C1=O (centres undefined)
2) Cc1cc(C)n2nc(C(=O)Nc3ccc(S(=O)(=O)N4CCCC4)cc3)nc2n1
3) COCCCn1c(SCC(N)=O)nnc1-c1ccccc1
4) COc1cccc(/C=N\NC(=O)C2C(=O)NCC2c2ccccc2)c1O (centres undefined)
5) Cc1c(NC(=O)CSc2nccn2C)c(=O)n(-c2ccccc2)n1C
6) Cn1c(=O)c2c(nc(N3CCOCC3)n2CCSc2ncccn2)n(C)c1=O
7) Cc1ccccc1C(=O)NC(=S)Nc1ccc(S(=O)(=O)N2CCN(C)CC2)cc1
8) Cc1ccc(C(=O)N/C(=C\c2cn(S(=O)(=O)N(C)C)c3ccccc23)C(=O)N2CCCC2)cc1
9) COc1ccc(S(=O)(=O)N2CCCCCC2)cc1C(=O)N(C)CCOc1ccccc1
10) O=S(=O)(Cc1ccccc1)N1CCN(Cc2ccc(Br)cc2)CC1

Compound	1	2	3	4	5	6	7	8	9	10
hERG rescue	-6	-9	-1	-7	1	-9	-13	-9	-12	-3
GSK3beta inhib	2	0	5	2	3	-2	-2	-11	3	-2
KCNK3 inh	i	i	i	i	i	i	i	i	i	i
GSK3 alpha inh	-3	-2	-1	-5	-1	4	-1	-1	0	2
HDAC3 inhib	0	-1	0	-3	0	1	6	9	0	-15
KCNK9 inh	i	i	i	i	i	i	i	i	i	i
KCNQ1 inh	i	i	i	i	i	i	i	i	i	i
KCNQ1 act	i	i	i	i	i	i	i	i	i	i
PolyA inh	i	i	i	i	i	i	i	i	i	i
Dyrk1A ADPGlo	2	0	5	2	2	7	-1	-2	4	0
RGS4 pot	i	i	i	i	i	i	i	i	i	i

Record cards, from the list above.
Cc1cc(C)n2nc(C(=O)Nc3ccc(S(=O)(=O)N4CCCC4)cc3)nc2n1 as listed: hERG rescue = -9; GSK3beta inhib = 0; KCNK3 inh = i; GSK3 alpha inh = -2; HDAC3 inhib = -1; KCNK9 inh = i; KCNQ1 inh = i; KCNQ1 act = i; PolyA inh = i; Dyrk1A ADPGlo = 0; RGS4 pot = i
O=S(=O)(Cc1ccccc1)N1CCN(Cc2ccc(Br)cc2)CC1 as listed: hERG rescue = -3; GSK3beta inhib = -2; KCNK3 inh = i; GSK3 alpha inh = 2; HDAC3 inhib = -15; KCNK9 inh = i; KCNQ1 inh = i; KCNQ1 act = i; PolyA inh = i; Dyrk1A ADPGlo = 0; RGS4 pot = i
COCCCn1c(SCC(N)=O)nnc1-c1ccccc1 as listed: hERG rescue = -1; GSK3beta inhib = 5; KCNK3 inh = i; GSK3 alpha inh = -1; HDAC3 inhib = 0; KCNK9 inh = i; KCNQ1 inh = i; KCNQ1 act = i; PolyA inh = i; Dyrk1A ADPGlo = 5; RGS4 pot = i

Remaining list, next part:
11) O=C1c2oc3ccccc3c(=O)c2C(c2cccc(O)c2)N1c1ccccn1 (centres undefined)
12) COc1ccc(C2(C)NC(=O)N(CC(=O)NCc3ccccc3F)C2=O)cc1 (centres undefined)
13) COc1ccccc1/C=C1\SC(=S)N(CCC(=O)NC2=NCCS2)C1=O
14) COc1ccc(C(=O)NCC(C)C)c(OC)c1
15) CCCC(=O)N=C1SC2CS(=O)(=O)CC2N1c1ccc(-c2nc3ccc(C)cc3s2)cc1 (centres undefined)
16) O=[N+]([O-])c1cccc(/C=N/NC2=NS(=O)(=O)c3ccccc32)c1
17) COc1cc(CC(=O)Nc2ccc(S(=O)(=O)NC3=NCCCCC3)cc2)cc(OC)c1OC
18) CCN(CC)c1ccc(NC(=O)c2ccc3c(c2)OCO3)cc1
19) Cc1ccc(CC(CC(=O)O)C(=O)NCC23CC4CC(CC(C4)C2)C3)cc1 (centres undefined)
20) CCc1cccc(CC)c1NC(=S)NCc1ccc2c(c1)OCO2

Compound	11	12	13	14	15	16	17	18	19	20
hERG rescue	-9	-1	-11	-8	-2	-7	-6	-8	-4	-11
GSK3beta inhib	2	-1	0	0	3	2	2	3	2	-1
KCNK3 inh	i	i	i	i	i	i	i	i	i	i
GSK3 alpha inh	/	-2	/	1	-2	-2	-1	-3	-7	-1
HDAC3 inhib	8	-1	0	-7	-25	9	-4	0	-3	14
KCNK9 inh	i	i	i	i	i	i	i	i	i	i
KCNQ1 inh	i	i	i	i	i	i	i	i	i	i
KCNQ1 act	i	i	i	i	i	i	i	i	i	i
PolyA inh	i	i	i	i	i	i	i	i	i	i
Dyrk1A ADPGlo	15	-3	-3	-6	-1	-1	-4	4	-2	1
RGS4 pot	i	i	i	i	i	i	i	i	i	i

4 compounds drawn at random from those above, as already listed:
18) CCN(CC)c1ccc(NC(=O)c2ccc3c(c2)OCO3)cc1
14) COc1ccc(C(=O)NCC(C)C)c(OC)c1
7) Cc1ccccc1C(=O)NC(=S)Nc1ccc(S(=O)(=O)N2CCN(C)CC2)cc1
3) COCCCn1c(SCC(N)=O)nnc1-c1ccccc1

Compound	18	14	7	3
hERG rescue	-8	-8	-13	-1
GSK3beta inhib	3	0	-2	5
KCNK3 inh	i	i	i	i
GSK3 alpha inh	-3	1	-1	-1
HDAC3 inhib	0	-7	6	0
KCNK9 inh	i	i	i	i
KCNQ1 inh	i	i	i	i
KCNQ1 act	i	i	i	i
PolyA inh	i	i	i	i
Dyrk1A ADPGlo	4	-6	-1	5
RGS4 pot	i	i	i	i

Some of the entries so far, with each value named.
11: O=C1c2oc3ccccc3c(=O)c2C(c2cccc(O)c2)N1c1ccccn1 (centres undefined)
  hERG rescue: -9; GSK3beta inhib: 2; KCNK3 inh: i; GSK3 alpha inh: /; HDAC3 inhib: 8; KCNK9 inh: i; KCNQ1 inh: i; KCNQ1 act: i; PolyA inh: i; Dyrk1A ADPGlo: 15; RGS4 pot: i
12: COc1ccc(C2(C)NC(=O)N(CC(=O)NCc3ccccc3F)C2=O)cc1 (centres undefined)
  hERG rescue: -1; GSK3beta inhib: -1; KCNK3 inh: i; GSK3 alpha inh: -2; HDAC3 inhib: -1; KCNK9 inh: i; KCNQ1 inh: i; KCNQ1 act: i; PolyA inh: i; Dyrk1A ADPGlo: -3; RGS4 pot: i

New compounds follow:
21) O=C(Nc1cccc(Cl)c1N1CCOCC1)c1ccco1
22) COc1ccc(Oc2cc(C(F)(F)F)nc(N(C)C)n2)cc1
23) COCCn1c(SCC(=O)Nc2cc(C)cc(C)c2)nc2ccccc2c1=O
24) COc1ccccc1CN1CCNC(=O)C1CC(=O)NCCOc1cccnc1 (centres undefined)
25) COCc1cc(=O)[nH]c(-c2ccccc2)n1
26) COc1ccccc1-n1cnnc1SCC(=O)NC1CCS(=O)(=O)C1 (centres undefined)
27) c1ccc(-c2nc(N3CCCCC3)nc3ccccc23)cc1
28) NC(=O)Nc1ccc(Cl)cc1
29) Cc1ccc2nc(-c3cccc(Br)c3)cc(C(=O)NC3CC3)c2c1
30) COCCn1c(SCC(=O)Nc2ccccc2OC)nc2c(oc3ccccc32)c1=O

Compound	21	22	23	24	25	26	27	28	29	30
hERG rescue	-7	-10	-2	-4	-10	-7	-12	-5	-7	-9
GSK3beta inhib	/	2	3	3	1	0	1	-6	3	3
KCNK3 inh	i	i	i	i	i	i	i	i	i	i
GSK3 alpha inh	16	0	-2	1	7	-2	-1	0	-1	/
HDAC3 inhib	1	1	-5	-9	-10	-5	4	0	-13	1
KCNK9 inh	i	i	i	i	i	i	i	i	i	i
KCNQ1 inh	i	i	i	i	i	i	7*	i	i	i
KCNQ1 act	i	i	i	i	i	i	i	i	i	i
PolyA inh	i	i	i	i	i	i	i	i	i	i
Dyrk1A ADPGlo	4	0	2	-2	4	-4	-7	18	2	2
RGS4 pot	i	i	i	i	i	i	i	i	i	i

31) Cc1cccc(NC(=O)CN2C(=O)N/C(=C\c3ccccc3OCc3ccc(C(=O)O)cc3)C2=O)c1
32) O=C(Oc1ccccc1)c1cccc(COC(=O)c2cnccn2)c1
33) CCCCCc1cc(=O)[nH]c(=S)[nH]1
34) N#Cc1c(NC(=O)c2cccnc2)sc2c1CCC2
35) O=c1c2c(ncn2C2CCCC2)n(Cc2ccccc2)c(=O)n1CCOc1ccccc1
36) CCOc1ncccc1C(=O)OCc1cn2cc(Cl)ccc2n1
37) O=C(CSc1nnc2ccccn12)N1CCc2ccccc21
38) Cc1cccc2cc(CN(Cc3ccccc3)C(=O)N(C)C)c(=O)[nH]c12
39) CCOC(=O)C1CCN(c2cc3c(cc2NC(=O)c2ccc(OC)c(OC)c2)n(C)c(=O)n3C)CC1
40) COc1cc(N2CCCC2)c(OC)cc1/C=C1/NC(=S)NC1=O

Compound	31	32	33	34	35	36	37	38	39	40
hERG rescue	-5	-7	-3	-5	-2	-19	-12	-6	-7	-11
GSK3beta inhib	/	-2	-2	0	0	-25	0	0	-1	-2
KCNK3 inh	i	i	i	i	i	i	i	i	i	i
GSK3 alpha inh	-1	0	-2	1	-1	-3	0	-1	-2	14
HDAC3 inhib	5	3	6	1	3	2	-6	-2	1	4
KCNK9 inh	i	i	i	i	i	i	i	i	-6.8*	i
KCNQ1 inh	i	i	i	i	i	i	i	i	i	i
KCNQ1 act	i	i	i	i	i	i	i	i	i	i
PolyA inh	i	i	i	i	i	i	i	i	i	i
Dyrk1A ADPGlo	/	2	-1	-3	0	8	/	-3	-4	7
RGS4 pot	i	i	i	i	i	i	i	i	i	i

41) O=C(c1ccc(Cl)cc1)c1coc2ccc(O)cc12
42) CCC1CCCCN1CCCNC(=O)Cn1cnc2sc(C)c(S(=O)(=O)N3CC(C)CC(C)C3)c2c1=O (centres undefined)
43) CC1C(=O)C(C)C(c2ccc(Br)cc2)NC1c1ccc(Br)cc1 (centres undefined)
44) CCOc1cc(-c2c(C#N)c(N)nc3c2CCCC3C)ccc1O (centres undefined)

Compound	41	42	43	44
hERG rescue	-3	-4	-9	-10
GSK3beta inhib	-1	-4	-2	1
KCNK3 inh	i	i	i	i
GSK3 alpha inh	0	-2	-1	0
HDAC3 inhib	1	6	-8	1
KCNK9 inh	i	i	i	i
KCNQ1 inh	i	i	6*	i
KCNQ1 act	i	i	i	i
PolyA inh	i	i	i	i
Dyrk1A ADPGlo	13	-2	-3	-1
RGS4 pot	i	i	i	i

Screening data (PubChem)
